Measles CPE – compounds protecting cells from measles virus cytopathic effect, primary screen, measles RdRp inhibitor project, single point, MLSMR library, absorbance | Measles virus-infected cells, CPE protection | protection (pct of control), % at 4 µM | 1.5% of 140,000 active | AID 841, 2007; in the data active = protection mostly above about 24%, no sharp cut-off; inactive = mostly below about 26%; also: some compounds called inactive have numbers as strong as hits
GALR2 blocker – GALR2 antagonists in receptor-expressing cells, primary screen; Galanin receptor type 2 (Homo sapiens), O43603; antagonist mode; inhibition, % at 4 µM; 0.39% of 140,000 active; AID 828, 2007; in the data active = inhibition above about 27%;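 also: cells stimulated with galanin 1-16 at roughly its EC80; 0% = agonist challenge control and 100% = basal control without agonist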
Target sequence (O43603 whole entry, looked up): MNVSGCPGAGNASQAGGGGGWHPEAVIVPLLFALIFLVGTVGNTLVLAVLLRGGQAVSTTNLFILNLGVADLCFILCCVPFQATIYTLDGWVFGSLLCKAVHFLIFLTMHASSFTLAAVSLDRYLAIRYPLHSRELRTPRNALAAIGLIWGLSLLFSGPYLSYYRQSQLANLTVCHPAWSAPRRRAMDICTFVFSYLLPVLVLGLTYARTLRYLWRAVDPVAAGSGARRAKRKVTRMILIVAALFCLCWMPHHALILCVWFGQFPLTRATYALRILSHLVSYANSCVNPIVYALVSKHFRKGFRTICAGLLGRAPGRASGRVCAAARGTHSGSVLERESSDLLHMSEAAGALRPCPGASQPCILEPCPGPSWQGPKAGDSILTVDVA
Phagocyt inh – inhibitors of macrophage phagocytosis, primary screen, imaging, J774A.1 cells, IgG beads | J774A.1 macrophage IgG-bead phagocytosis | inhibition, % at 5 µM | 0.07% of 110,000 active | AID 1029, 2008;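 active = inhibition above the mean of the plate negative controls plus 5 SD, cut at about 13% in these data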;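 also: phagocytic index as fraction of beads internalized from green versus red external bead signal; plate controls were DMSO negative control for no effect and cytochalasin-D positive control for full effect; some results beyond the cut were filed as inactive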
PTEN del growth – growth suppression of PTEN-null HCT116, primary screen, cell-based, CellTiter-Glo; HCT116 PTEN-null viability, 60 h; active compounds read low; 1.2% of 140,000 active; viability, % at 10 µM;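 active = viability at or below a set limit, 4 SD under the median of all tested compounds, cut at about 3.7% in these data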;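 also: PTEN knockout HCT116 line with beta catenin targeted HCT116 as companion control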
HCT116 bCat-KO – primary screen for growth suppressors in beta-catenin knockout HCT116 cells (colon tumor, human). HCT116 beta-catenin knockout viability, CellTiter-Glo, 60 h; active compounds read low. viability, % at 10 µM. 1.5% of 140,000 active;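 active = viability at or under a set limit, the compound median less 4 SD, cut at about 6% in these data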;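 also: 0% = Hyamine 1622 control at 20 µM and 100% = untreated cell control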
NPY Y2 blocker – NPY-Y2 receptor antagonists, primary screen, cell-based; inhibition, % at 2.7 µM; NPY-Y2 expressing cells, antagonist mode; 0.99% of 140,000 active; Neuropeptide Y receptor type 2 (Homo sapiens), P49146; in the data active = inhibition above about 17%;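 also: 0% = vehicle with agonist challenge and 100% = reference antagonist with challenge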
Target sequence (P49146 whole entry, looked up): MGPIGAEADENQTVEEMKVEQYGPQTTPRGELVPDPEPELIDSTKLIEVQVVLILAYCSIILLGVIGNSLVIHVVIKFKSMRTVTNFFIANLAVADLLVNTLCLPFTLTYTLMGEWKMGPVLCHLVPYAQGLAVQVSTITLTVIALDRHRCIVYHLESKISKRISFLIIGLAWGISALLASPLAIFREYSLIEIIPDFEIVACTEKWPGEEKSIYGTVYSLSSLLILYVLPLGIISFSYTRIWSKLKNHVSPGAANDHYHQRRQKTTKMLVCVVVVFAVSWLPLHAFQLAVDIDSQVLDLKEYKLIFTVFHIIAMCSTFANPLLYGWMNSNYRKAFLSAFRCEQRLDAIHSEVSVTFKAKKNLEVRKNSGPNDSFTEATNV
Yeast lifespan up – compounds extending yeast replicative lifespan, primary screen, S. cerevisiae, OD615; S. cerevisiae growth with nicotinamide; deaD strain in restrictive glucose medium; inhibition of the nicotinamide effect, % at 10 µM; 0.68% of 130,000 active;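 active = inhibition above a set limit, placed 3 SD over the median of all compounds, cut at about 26% in these data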;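 also: 0% = nicotinamide-treated wells and 100% = cells grown without nicotinamide; some compounds called inactive have numbers as strong as hits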
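Buffer or medium: CSMM-D glucose medium, restrictive; test system: modified budding yeast, DeaD strain; compound: single dose 10 µM compound, 0.25% DMSO; schedule: culture preincubation 4 h, compound exposure 48 h, both 30 °C; detection: optical density (absorbance) at 615 nm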
E-sel TNF inh – E-selectin induction blockers in HUVEC – imaging, immunofluorescence, high content, primary screen | HUVEC TNFa-induced E-selectin immunofluorescence | inhibition, % at 2 µM | 0.71% of 120,000 active;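 active = inhibition above the batch mean plus 3 SD, and confirmed as a hit on visual image review, cut at about 43% in these data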;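 also: 0% = TNF-stimulated DMSO wells and 100% = unstimulated control wells; not every result past the cut was called active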
MRP1 act – H69AR viability gain despite doxorubicin, primary screen, MRP-1 activator project, H69AR cells, CellTiter-Glo | 0.61% of 140,000 active | viability increase, % at 10 µM | viability rescue;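 active = viability gain under doxorubicin at or above a set limit, the compound median plus 3 SD, cut at about 4.7% in these data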;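 also: MRP-1 overexpressing cells given doxorubicin 25 µM after compound pretreatment; 18-22 h compound pretreatment then 72 h with doxorubicin before readout; 0% = doxorubicin-only wells and 100% = vehicle-treated cells without doxorubicin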
BB579 growth dn – growth inhibitors of yeast BB579 in restrictive medium, primary screen, yeast lifespan-shortening project, S. cerevisiae | OD615, 48 h | inhibition, % at 10 µM | 0.51% of 140,000 active;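 active = inhibition above a set limit, 3 SD over the mean compound inhibition, cut at about 44% in these data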; also: inactives centre near -24
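controls = amphotericin B 10 µg/mL, positive | assay system = DeaD yeast strain BB579 | schedule = 48 h compound exposure at 30 °C after 4 h preincubation | detection = OD615 turbidity measurement | medium = restrictive CSMM-D medium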
Starred values were filed as active, the others as inactive; . = no result given.

SMILES	Measles CPE	GALR2 blocker	Phagocyt inh	PTEN del growth	HCT116 bCat-KO	NPY Y2 blocker	Yeast lifespan up	E-sel TNF inh	MRP1 act	BB579 growth dn
O=C(N/N=C/c1ccncc1)c1cc([N+](=O)[O-])cc([N+](=O)[O-])c1O	3	7	.	87	83	1	-33	22	-3.9	-16
Cc1ccc(NC(=O)NC(=O)CN2C(=O)NC3(CCc4ccccc43)C2=O)c(C)c1 (centres undefined)	28	1	4	82	82	3	-10	5	0.4	-30
Cn1c(C2=C(O)CN(c3ccc4c(c3)OCCO4)C2=N)nc2ccccc21	4	0	0	114	91	0	-24	.	-2.0	15
CC(OC(=O)CCCN1C(=O)c2ccccc2C1=O)C(=O)Nc1ncc(Cl)cc1Cl (centres undefined)	9	-7	0	86	91	1	30*	15	-2.7	-13
Cc1snc(SCC(=O)c2ccc(Cl)cc2)c1C#N	10	-5	1	82	74	8	-4	-40	0.1	-32
C/C(O)=C(/C#N)c1nc2ccccc2[nH]1	10	-16	-1	85	87	2	-11	9	0.0	18
CCOc1cc(CNc2ccc(N3CCN(C(C)=O)CC3)cc2)cc(Br)c1OC	10	-8	-2	92	84	3	-4	9	-2.4	-20
CC1CCN(C(=O)CSc2nc3ccccc3s2)CC1	1	-2	0	82	75	13	-16	-6	-0.6	12
Cc1nn(C)cc1C1Nc2ccccc2C(=O)N1O (centres undefined)	11	10	.	103	101	5	.	-7	0.8	-26
c1ccc(-n2ncc(-c3nn[nH]n3)n2)cc1	16	-4	0	94	94	9	2	-18	-1.9	-49
COc1ccc(O[C@H]2C=C[C@@H](c3ccccc3)O[C@@H]2COC(=O)CCC(C)=NO[C@@H]2O[C@H](COC(C)=O)[C@@H](OC(C)=O)[C@H](OC(C)=O)[C@H]2OC(C)=O)cc1	2	-13	.	72	72	-4	3	-7	-3.8	2
COc1ccc(/C=N/NC(=O)CC2N=C(Cc3ccccc3)NNC2=O)cc1OC (centres undefined)	28*	-11	-4	100	92	0	-5	-1	0.0	-40
Cc1ccc(-n2c(Cc3cccn3C)nnc2SCC(=O)N2CCN(c3ccccc3)CC2)cc1	5	-8	-3	92	91	2	-9	.	-1.4	-13
CO/N=C/NC(=O)c1c(OC)ccnc1Oc1cccc(C(F)(F)F)c1	8	-2	-1	84	95	0	-20	22	-3.0	-19
CC(C)NC(=O)c1cc2nc(-c3ccco3)cc(C(F)(F)F)n2n1	22	-2	3	102	98	2	-15	0	1.4	11
Cc1c(-c2ccccc2)c(P(=O)(N2CCOCC2)N2CCOCC2)c2ccccn12	5	5	0	15	12	2	-18	3	-3.4	-13
CCC(C)(C(=O)NC1CCCCC1)N(C)C(=O)c1ccc2c(c1)OCO2 (centres undefined)	4	3	-2	89	89	-1	1	-6	2.3	-41
Cn1c(CNS(=O)(=O)c2ccc(F)cc2)n[nH]c1=S	43*	7	.	75	95	2	0	-57	-3.0	-34
O=C(Nc1ncc(Cc2ccccc2)s1)C1COc2ccccc2O1 (centres undefined)	32	5	0	79	81	3	-25	11	-0.6	-40
COc1ccc(OCC(=O)Nc2ccc3c(c2)nc(CN2CCCC2)n3C)cc1	2	0	0	98	100	-1	-4	25	-1.5	-22
O=C(/C=C/c1ccc([N+](=O)[O-])cc1)OCC(=O)N1c2ccccc2Sc2ccccc21	10	9	-12	72	68	1	4	-5	-0.1	-38
Cc1ccc(/C=N/NC(=O)c2cc3c(ccc4ccccc43)o2)cc1[N+](=O)[O-]	12	2	.	85	92	4	-13	-15	-2.5	-23
O=C1CCC(C(=O)O)(c2ccccc2)C1 (centres undefined)	2	3	.	102	96	-2	-7	-17	-0.9	-13
O=c1/c(=C\c2cccnc2)sc2nc3ccccc3n12	1	-3	-2	100	95	0	-10	-36	-0.7	-7
Cc1ccc(/C=C/c2ccc(=O)n(Cc3ccccc3Cl)n2)cc1	13	-12	.	83	84	6	-8	-2	-0.1	-29
O=S(=O)([O-])CCC[n+]1c(SCCCS(=O)(=O)O)sc2ccc(Cl)cc21	35*	14	-11	95	93	-3	4	.	-0.4	-29
O=C(NCc1cccnc1)C1c2ccccc2C(=O)N1C1CCCCCC1 (centres undefined)	4	-15	-2	106	92	2	5	.	-0.9	-59
O=[N+]([O-])c1ccc(C2CCCC/C2=N/OCc2ccccc2F)c([N+](=O)[O-])c1 (centres undefined)	32	-12	.	63	64	18*	-5	-23	-1.8	-34
Cc1nn(Cc2ccccc2)c(=O)c2nn(-c3ccc(Cl)cc3)c(C)c12	4	1	-2	76	66	5	1	.	0.9	-20
N/C(=N\c1nc2ccccc2o1)NC(=O)C(Cc1ccccc1)N1C(=O)c2ccccc2C1=O (centres undefined)	6	-7	0	87	80	-2	-4	.	-0.3	-34
COCCCN1C(=O)c2ccc(C(=O)Nc3ccc(OC)cc3OC)cc2C1=O	2	13	0	109	101	2	-12	-6	-0.7	-76
O=C(C1CCCN(Cc2cccs2)C1)N1CCCCCC1 (centres undefined)	11	0	-5	96	96	1	-1	7	-3.0	-7
C=CCN=C(NC#N)SCCc1ccccc1	23	18	0	99	94	2	-7	-11	-2.5	-27
CN1c2ccccc2C2(C)CCCC3=Cc4cccc([N+](=O)[O-])c4OC312 (centres undefined)	6	-9	-11	67	67	12	1	69*	0.1	-34
CSC1=C(C#N)C(c2ccccc2Cl)C2=C(N1)c1ccccc1C2=O (centres undefined)	10	-6	.	79	89	6	28*	-28	-1.2	-21
CCn1c(CNc2ccccc2Cl)nnc1SCC(=O)OC1CCCCC1	2	7	-1	107	92	4	-1	28	-1.3	-24
COC(=O)c1c(NC(=O)C2c3ccccc3Oc3ccccc32)sc(C)c1C	4	1	.	78	84	2	-3	-20	0.3	-19
Cc1ccccc1NC(=O)CN1C(=O)C2C3CC(C(Br)C3Br)C2C1=O (centres undefined)	3	7	-8	82	95	0	0	20	-0.1	-18
COC(=O)c1ccc(C(=O)OC)c(NC(=O)COC(=O)C2CCC(C(C)(C)C)CC2)c1 (centres undefined)	7	3	.	86	83	3	6	-3	0.4	-56
CCOC(=O)CSC1=C(C#N)C(c2ccccc2)C(C(C)=O)=C(C)N1 (centres undefined)	6	12	.	100	104	1	-8	.	0.9	-35
CCOc1cc(Cl)c(NC(=O)c2ccco2)cc1OCC	18	-1	-3	92	94	1	-7	.	0.5	-10
O=C(Cn1cnc2c(cnn2-c2ccccc2)c1=O)OCc1ccccc1	9	5	0	86	87	9	-7	11	-1.9	-16
Cc1nc2ccccc2c2oc(C(=O)N3CCN(C4CCCCC4)CC3)cc12	9	1	-1	22	21	6	-4	-17	-3.9	-40
COc1cccc2cc(C(C)N(CCCN3CCOCC3)C(=O)Nc3ccccc3)oc12 (centres undefined)	23	5	0	90	82	1	1	-16	-5.3	-7
CN(C)/C=C1\C=C(c2ccccc2)OC1=O	5	4	.	66	48	6	-36	23	-2.6	-36
CCOc1ccccc1NC(=O)c1ccoc1C	12	12	.	96	95	5	-8	-10	1.6	-10
CCOc1ccc(OCC)c(NC(=O)C2COc3ccccc3O2)c1 (centres undefined)	8	2	.	83	81	12	-30	.	-1.8	-22
COCCNC(=O)CNC(=S)N(Cc1ccccc1)Cc1cccnc1	10	-3	-10	102	92	3	2	.	-1.4	-32
O=[N+]([O-])c1ccccc1/C=N/n1c(-c2cccnc2)n[nH]c1=S	13	-5	1	112	99	1	1	.	-1.8	-18
COc1ccc(/C(C)=N\Nc2nc(-c3ccccc3)cc(=O)[nH]2)cc1	3	-2	-16	93	88	1	5	.	-2.6	-66
CNc1nc(SC)nc2ccsc12	10	4	0	103	97	1	-22	-11	-0.7	-49
Cc1nn(-c2ccccc2)c(C)c1/C=C/C(=O)OCC(=O)Nc1ncc(C(F)(F)F)cc1Cl	16	3	-4	94	86	5	-2	.	0.7	-31
CSCCC(NC(=O)OC(C)(C)C)C(=O)NC(C(=O)NC(CC(C)C)C(N)=O)C(C)C (centres undefined)	12	10	2	101	101	3	-5	-21	0.0	-15
Cc1cc(N2C(=O)C(=O)/C(=C(/O)c3ccc(Cl)cc3)C2c2cccc(Br)c2)no1 (centres undefined)	39	-14	0	90	83	5	23	9	0.1	-35
O=C(c1ccccc1)c1cc2ccccc2o1	15	-6	1	94	98	2	-23	12	-1.2	-7
COc1ccccc1CN1CC(C(=O)NCc2cccnc2)CC1=O (centres undefined)	11	-5	.	103	92	5	3	-1	0.1	-33
Cc1ccc(S(=O)(=O)N2CCOCC2)cc1C(=O)OCC(=O)Nc1ccc2c(c1)OCO2	10	-21	0	88	85	1	-13	14	-0.2	-45
O=C(NCc1ccc(F)cc1)C1CCC(=O)N1CCc1ccccc1 (centres undefined)	9	3	-1	95	93	-1	-2	-3	-1.4	8
Cc1cccc(OCCCCCn2ccnc2)c1	24	-5	.	88	87	3	-8	.	-1.3	-35
Cc1nc(NCC2CCCO2)c2oc3ccccc3c2n1 (centres undefined)	3	-5	0	97	96	1	-11	-4	-1.8	-40

Following part
SMILES	Measles CPE	GALR2 blocker	Phagocyt inh	PTEN del growth	HCT116 bCat-KO	NPY Y2 blocker	Yeast lifespan up	E-sel TNF inh	MRP1 act	BB579 growth dn
COCCn1c(-c2ccc(Cl)cc2Cl)nc2c(c(=O)c3ccccc3n2C)c1=O	3	1	-7	83	76	1	5	-21	-1.8	-4
CCOC(=O)C1C(=O)NC(SC)=C(C#N)C1c1ccccc1F (centres undefined)	11	3	-1	85	83	0	-10	-48	-0.6	-9
CCOc1ccc2nc(NC(=O)CSC3=NCCS3)sc2c1	3	-5	-1	81	84	-1	-23	29	-3.2	-20
CCN=c1scc(C)n1/N=C/c1ccc(O)c(O)c1O	19	1	7	69	78	-2	-16	-12	6.2*	8
Cc1cc(C)n(CC2CC(=O)N(c3ccc(C)c(Cl)c3)C2=O)n1 (centres undefined)	13	-6	-6	97	100	1	2	14	-0.7	-17
CCNC(=S)NNC(=O)c1cc(-c2cccc(C)c2)nc2ccccc12	.	-6	-1	83	92	4	-15	-5	-0.5	-8

Single records, as listed above.
Profile of Cn1c(CNS(=O)(=O)c2ccc(F)cc2)n[nH]c1=S = Measles CPE: 43*; GALR2 blocker: 7; Phagocyt inh: .; PTEN del growth: 75; HCT116 bCat-KO: 95; NPY Y2 blocker: 2; Yeast lifespan up: 0; E-sel TNF inh: -57; MRP1 act: -3.0; BB579 growth dn: -34
Profile of O=S(=O)([O-])CCC[n+]1c(SCCCS(=O)(=O)O)sc2ccc(Cl)cc21 = Measles CPE: 35*; GALR2 blocker: 14; Phagocyt inh: -11; PTEN del growth: 95; HCT116 bCat-KO: 93; NPY Y2 blocker: -3; Yeast lifespan up: 4; E-sel TNF inh: .; MRP1 act: -0.4; BB579 growth dn: -29

Assay outcomes deposited in PubChem by several laboratories.
